# Efflux pump inh: blocks antifungal efflux pumps in multiplex yeast assay. S. cerevisiae Candida pump triplex, Nile Red efflux. inhibition, % at 10 µM. 0.44% of 330,000 active;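 active = plate passing quality check with inhibition over a set limit, or well fluorescence over plate mean plus 4 SD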;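 note: Nile Red retained in pooled yeast measured as flow cytometry median fluorescence; 0% = buffer negative control and 100% = Enniatin B positive control; higher means more Nile Red kept so more efflux inhibition; some compounds called inactive have numbers as strong as hits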
# MEX-5 binding: C. elegans MEX-5 TCR-2 RNA binding activity; 0.38% of 300,000 active; MEX-5/FITC-TCR2 RNA binding, fluorescence polarization; stronger effect = lower value; activity score (negative = inhibition of binding), % at 10 µM; Q9XUB2; AID 1832;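 active = inhibition past about -25% in most replicates, and total fluorescence under double the plate's negative control median, limit read from the data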;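 note: 0% = DMSO and -100% = 5 µM competing unlabeled TCR2 RNA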
# Target sequence (Q9XUB2 whole entry, looked up): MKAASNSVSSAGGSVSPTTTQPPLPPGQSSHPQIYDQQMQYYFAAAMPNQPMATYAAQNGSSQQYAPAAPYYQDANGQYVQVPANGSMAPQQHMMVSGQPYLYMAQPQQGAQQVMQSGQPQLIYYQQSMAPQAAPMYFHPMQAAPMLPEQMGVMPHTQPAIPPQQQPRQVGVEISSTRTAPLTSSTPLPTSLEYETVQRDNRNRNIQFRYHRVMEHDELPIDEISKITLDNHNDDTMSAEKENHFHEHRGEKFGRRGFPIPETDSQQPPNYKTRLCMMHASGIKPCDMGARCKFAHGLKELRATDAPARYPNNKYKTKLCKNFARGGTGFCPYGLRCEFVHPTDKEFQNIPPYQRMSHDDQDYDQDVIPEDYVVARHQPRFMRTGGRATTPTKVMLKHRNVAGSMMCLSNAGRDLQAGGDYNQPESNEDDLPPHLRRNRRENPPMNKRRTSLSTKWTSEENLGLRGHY
# MCL1-BIM inh: MCL1-BIM-BH3 interaction inhibition (human). inhibition, % at 10.9 µM. GST-MCL1 / FITC-Bim-BH3 fluorescence polarization. 0.68% of 320,000 active;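 active = inhibition above the mean inhibition of all tested compounds plus 3 SD, set per campaign, cut at about 40% in these data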;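 note: 0% = DMSO wells and 100% = unlabeled Bim-BH3 peptide control; higher means more loss of mP so more displacement of Bim peptide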
# PME-1 primary: blocks human protein phosphatase methylesterase 1; Q9Y570; recombinant PME-1, FP-Rh probe fluorescence polarization; inhibition, % at 5.9 µM; 0.53% of 320,000 active; AID 2130;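 active = inhibition above the campaign mean of all compounds plus 3 SD, cut at about 26% in these data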;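 note: competitive labeling of PME-1 active site by serine hydrolase directed probe; 0% = PME-1 with DMSO and 100% = wells lacking PME-1 enzyme; inhibitors block probe labeling so polarization falls and inhibition rises; many of its hits are not listed in these tables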
# Bcl-xL primary: blocks human Bcl-xL binding to Bim BH3 peptide | AID 2129 | 0.7% of 320,000 active | inhibition, % at 10.9 µM | GST-Bcl-xL / FITC-Bim BH3 peptide fluorescence polarization;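 active = inhibition above the mean of all tested compounds plus 3 SD, cutoff set per campaign, cut at about 30% in these data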;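 note: 0% = DMSO wells and 100% = unlabeled Bim-BH3 peptide competitor; inhibitors lower millipolarization by displacing the labeled peptide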
# GRK2 inh: human GRK2 inhibition via aptamer displacement; AID 488847; inhibition of aptamer binding, % at 10 µM; 0.59% of 330,000 active; bead flow cytometry, FAM-aptamer displacement from GRK2; P25098;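 active = inhibition of aptamer binding above 40%, roughly 3 SD of noise, on plates passing a quality check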;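 note: median bead fluorescence of bound FAM aptamer so fluorescent compounds give negative values; no value below 0 was filed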
# GLD-1 RNA inh: GLD-1-TGE RNA interaction inhibition (C. elegans). purified GLD-1 + fluorescein TGE RNA, fluorescence polarization. 0.44% of 320,000 active. Q17339. inhibition, % at 5.96 µM. AID 2280;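 active = percent inhibition above a per-plate cutoff, the plate mean of test compounds plus 3 SD, cut at about 30% in these data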;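 note: 0% = DMSO wells with GLD-1 and probe and 100% = wells lacking GLD-1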
# Target sequence (Q17339 whole entry, looked up): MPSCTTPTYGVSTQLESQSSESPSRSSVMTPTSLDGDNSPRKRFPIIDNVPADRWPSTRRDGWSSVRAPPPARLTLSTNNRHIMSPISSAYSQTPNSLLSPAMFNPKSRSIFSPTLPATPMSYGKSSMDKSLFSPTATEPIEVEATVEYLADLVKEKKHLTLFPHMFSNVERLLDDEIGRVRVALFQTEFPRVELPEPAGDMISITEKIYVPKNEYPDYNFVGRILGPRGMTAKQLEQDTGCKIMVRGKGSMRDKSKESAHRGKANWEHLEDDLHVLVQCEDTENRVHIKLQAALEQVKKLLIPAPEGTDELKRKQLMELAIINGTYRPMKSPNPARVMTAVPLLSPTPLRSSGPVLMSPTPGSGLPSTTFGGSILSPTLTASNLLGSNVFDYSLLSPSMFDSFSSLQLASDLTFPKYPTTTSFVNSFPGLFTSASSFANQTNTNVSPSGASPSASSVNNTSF
# VLA-4 inh: inhibition in a human VLA-4 binding assay; AID 2557; VLA-4 expressing cells, ligand binding flow cytometry; P13612; 0.2% of 330,000 active; inhibition, % (about 7 µM as worked out from the volumes in the protocol); in the data active = inhibition above about 50%
# Fam108B counter: counter-screen for RBBP9 inhibitors: inhibitors of mouse Fam108B. recombinant Fam108B, FP-Rh probe fluorescence polarization. inhibition, % at 9.51 µM. 0.33% of 300,000 active. AID 1947;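 active = inhibition above the screen mean inhibition plus 3 SD, computed separately per campaign, cut at about 18% in these data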;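 note: inhibitors lower polarization as less probe binds the enzyme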
# Starred values were filed as active, the others as inactive; . = not tested or not shown. These rows are one share of the data; count on the stated rates, not on these rows.
no.	Molecule	Efflux pump inh	MEX-5 binding	MCL1-BIM inh	PME-1 primary	Bcl-xL primary
1	Cc1cccc(Nc2c(F)c(F)c(F)c(F)c2C(=O)O)c1	0.2	-0.5	0	2	-1
2	N#CCc1nc2ccc(S(=O)(=O)N3CCOCC3)cc2s1	0.0	-0.1	-95	-1	-60
3	COC(=O)C1=C(C)N(c2cccc(OC)c2)C(=O)/C1=C\c1ccco1	0.1	1.8	0	2	3
4	Cc1ccc(C)c(N2CCN(C(=O)Cc3cn(C)c4ccccc34)CC2)c1	0.1	-2.9	17	6	19
5	NC(=O)CSc1nnc(-c2ccc([N+](=O)[O-])cc2)o1	0.3	-0.5	5	2	6
6	CC(=O)c1cccc(NC(=O)CN2C(=O)C(=O)N(Cc3ccco3)C2=O)c1	0.0	.	11	2	6
7	Cc1cc(/C=C(/C#N)c2nc3ccccc3[nH]2)c(C)n1-c1cccc([N+](=O)[O-])c1	0.1	-0.2	4	7	10
8	COc1ccc(-c2nc(CS(=O)CC(=O)NCc3ccc4c(c3)OCO4)c(C)o2)cc1OC (stereo not given)	-0.1	0.7	4	-2	7
9	Cn1c(SCC(=O)N(C2CCCCC2)C2CCCCC2)nnc1-c1cccs1	0.0	0.3	1	6	1
10	COc1ccc(CNC(=O)Cc2c(C(=O)O)[nH]c3ccccc23)cc1	0.4	-1.0	1	-2	0
11	COc1cc(/C=C2/C(=O)NN(c3ccc(F)cc3)C2=O)cc(Cl)c1O	0.1	-0.4	-39	2	-34
12	O=C(CSCc1ccccc1)Nc1ccc2c(c1)OCO2	0.1	-1.5	11	-4	5

no.	GRK2 inh	GLD-1 RNA inh	VLA-4 inh	Fam108B counter
1	4	2	2	3
2	0	-133	-39	-3
3	0	7	-22	-1
4	0	18	8	4
5	0	-3	4	5
6	2	3	-1	.
7	0	4	-10	25*
8	1	-1	-2	-2
9	3	-9	6	-2
10	1	4	20	-7
11	6	-11	-1	-4
12	0	2	0	-2

# (listing goes on)
no.	Molecule	Efflux pump inh	MEX-5 binding	MCL1-BIM inh	PME-1 primary	Bcl-xL primary
13	Cn1c(Cn2c(C(F)(F)F)nc3ccccc32)nc2ccccc21	-0.1	-2.9	7	5	4
14	CNC(=S)Nc1ccc(OC)c(OC)c1	-0.1	1.8	8	-2	4
15	O=C(O)CCC(=O)OCCc1cc2ccccc2c(=O)o1	-0.2	.	.	.	.
16	O=C(CSc1nnc(C2COc3ccccc3O2)o1)N1CCOCC1 (stereo not given)	-0.2	0.2	7	2	8
17	C/C=C/C1=CC(=O)C[C@H](c2ccc(Cl)cc2)C1	-0.1	.	-4	0	1
18	Cc1ccccc1CN(c1ccc(C(=O)N/N=C/c2ccc(OCC(N)=O)cc2)cc1)S(C)(=O)=O	-0.1	0.5	9	-9	7
19	Cc1cc(C)c(-c2csc(NC(=O)C3=NN(c4ccccc4)C(=O)CC3)n2)c(C)c1	0.3	1.4	-2	-10	-3
20	NS(=O)(=O)c1ccc(NC(=S)NCc2ccccc2)cc1	-0.4	2.6	5	-7	8
21	Cc1cc(C)cc(NC2=CC(=O)CC(c3ccco3)C2)c1 (stereo not given)	0.1	-0.1	0	-2	1
22	COCCCn1nnnc1SCC(=O)Nc1nc(C)c(C)s1	-0.2	-2.5	6	-1	0
23	CCC(C)NC(C(=O)Nc1ccc(Cl)c([N+](=O)[O-])c1)c1ccccc1 (stereo not given)	0.1	2.3	6	0	6
24	COc1ccc(OCc2nnc(SCC(=O)Nc3cccc(C(C)=O)c3)o2)cc1	-0.2	.	0	3	7

no.	GRK2 inh	GLD-1 RNA inh	VLA-4 inh	Fam108B counter
13	0	-3	22	-2
14	4	-4	3	10
15	0	-4	14	.
16	0	-1	14	-2
17	0	2	0	.
18	2	-3	6	-3
19	3	1	-4	-7
20	0	-1	35	-2
21	1	10	24	0
22	0	-8	2	-1
23	2	1	9	-1
24	6	-1	-1	.

# Further records.
no.	Molecule	Efflux pump inh	MEX-5 binding	MCL1-BIM inh	PME-1 primary	Bcl-xL primary
25	Cc1cc(C)nc(/N=C(\N)Nc2ccc(F)c([N+](=O)[O-])c2)n1	-0.1	3.7	1	-6	2
26	Cc1ncc(CN2CCN(C3CCCC3)C(CCO)C2)s1 (stereo not given)	0.1	0.3	-2	-1	3
27	COc1cccc(OC)c1NC(=O)CN(C)S(=O)(=O)c1ccc2c(c1)OCCO2	0.1	-2.5	-1	5	4
28	Cc1cccc(C)c1NC(=O)CN(C)C(=O)c1cccc(NS(=O)(=O)c2ccccc2)c1	0.1	-1.0	2	-1	5
29	COc1ccc(NC(=O)[C@H](C)NC(=O)C2CCN(S(=O)(=O)c3ccc(C)cc3)CC2)cc1OC	0.5	-1.7	-13	2	-5
30	CCOC(=O)COc1nc(N(C)C)nc(N(C)C)n1	0.1	0.3	7	2	7
31	CCN(CC)CCNC(=O)c1cc(Nc2ccc(OC)c(OC)c2)nc2ccccc12	0.0	-2.8	8	-3	6
32	Cc1cc(C)c(NC2=CC(=O)CC(C)(C)C2)c(C#N)c1	-0.1	-1.4	-3	-2	7
33	NC(=O)c1ccc(SCC(=O)NC2CCCCC2)c([N+](=O)[O-])c1	-0.1	1.9	9	1	2
34	CC(C)(C)CNC(=O)c1cccc2c1C(=O)c1ccc(N3CCCC3)cc1S2(=O)=O	0.3	.	.	.	.
35	CCCSc1nc(=O)n2cc(C)ccc2n1	0.0	1.2	-4	2	-7
36	COc1ccc(NC(=O)CNC(=O)c2cccs2)cc1Cl	-0.1	.	1	-1	2

no.	GRK2 inh	GLD-1 RNA inh	VLA-4 inh	Fam108B counter
25	1	-3	11	1
26	7	3	12	1
27	3	2	12	2
28	2	9	6	-3
29	4	-10	8	-7
30	2	2	4	7
31	0	5	2	-1
32	0	4	-2	0
33	1	-1	13	1
34	0	32*	-1	.
35	4	4	-3	6
36	2	-1	2	-3

# Additional records:
no.	Molecule	Efflux pump inh	MEX-5 binding	MCL1-BIM inh	PME-1 primary	Bcl-xL primary
37	CC(C)(C)C(=O)NCCc1nc2ccccc2n1CC(=O)c1ccccc1	-0.1	0.6	0	4	-4
38	CCN(Cc1nc(-c2cccc(C)c2)no1)C(=O)c1ccco1	-0.1	0.3	0	1	6
39	CCOCCCn1c(SCC(=O)Nc2ccc3[nH]c(=O)[nH]c3c2)nc2ccccc2c1=O	0.1	-0.4	5	3	1
40	Cc1cccc(C(=O)NCC(=O)OCC(=O)c2cc(C)n(CC3CCCO3)c2C)c1 (stereo not given)	0.0	-1.0	1	-1	1
41	O=C(COc1cc(F)ccc1[N+](=O)[O-])Nc1cccc(S(=O)(=O)NC2=NCCC2)c1	0.2	.	-14	-4	-8
42	COC(=O)c1ccc(C2CC(=O)Nc3cc(OC)c(OC)cc32)cc1 (stereo not given)	0.0	-1.2	3	-2	2
43	N/C(=N/O)c1ccccc1N1CCC(Cc2ccccc2)CC1	-0.1	-0.2	6	-2	5
44	COc1ccc2c(c1)C=C(CN1CCN(C(C)C)C(CCO)C1)CO2 (stereo not given)	0.1	0.5	7	3	4
45	CCCOc1ccc(-c2cn3ccccc3n2)cc1	-0.1	-0.6	0	-4	4
46	CCN(Cc1ccccc1)C(=O)COC(=O)c1cc(Cl)nc(Cl)c1	0.0	-1.8	-5	-4	1
47	CC(C)NC(=O)C1CCN(C2CCN(Cc3ccc4cccc(F)c4n3)CC2)CC1	-0.2	-2.3	7	4	3
48	CC(Sc1nnc2ccccn12)C(N)=O (stereo not given)	0.0	-6.9	2	-1	5

no.	GRK2 inh	GLD-1 RNA inh	VLA-4 inh	Fam108B counter
37	3	8	3	-4
38	1	4	-21	3
39	2	6	1	-2
40	0	13	25	-2
41	0	0	-14	.
42	0	5	-12	1
43	0	7	-1	2
44	1	6	16	1
45	0	4	0	3
46	0	-6	18	-1
47	0	0	2	-3
48	0	0	2	2

# Remaining list, next part.
no.	Molecule	Efflux pump inh	MEX-5 binding	MCL1-BIM inh	PME-1 primary	Bcl-xL primary
49	Cc1sc2nc(SCCO)n(-c3ccccc3)c(=O)c2c1C	0.0	-1.1	15	4	11
50	Cc1cc(C)nc(SCC(=O)N/N=C\C(Br)=C\c2ccccc2)n1	-0.1	-5.2	14	-5	13
51	CCOC(=O)C1=C(N)c2ccccc2CC1C1CCCC1 (stereo not given)	0.1	-0.1	2	2	-3
52	O=C(O)/C=C/c1cccnc1	0.0	0.4	5	-3	9
53	Cc1ccc(C(OCC(O)CNC(CO)C(O)c2ccc([N+](=O)[O-])cc2)c2ccccc2)cc1 (stereo not given)	0.1	0.7	4	-1	3
54	O=C(COc1ccc(Br)cc1)NCCO	-0.3	-0.9	-2	1	3
55	Cc1c(N(C(=O)Nc2ccccc2)C2=NCC(C)S2)c(=O)n(-c2ccccc2)n1C (stereo not given)	-0.1	-0.7	-1	4	1
56	O=C(CSc1nc(=O)n(CCCN2CCOCC2)c2c1CCC2)Nc1ccccc1F	0.2	0.8	-1	2	-3
57	CCCCC(=O)Nc1ccc(NCc2ccc(C)s2)cc1	0.0	-1.7	-6	-3	1
58	CCC1=NN2C(=N)/C(=C\c3ccc(SCc4ccco4)o3)C(=O)N=C2S1	0.1	-32*	31	-61	21
59	C#Cc1ccc([C@@H]2C=C(C(=O)O)O[C@H](OCCCCO)C2)cc1	0.1	-5.4	4	-11	7
60	COc1ccccc1NC(=O)CCN1C(=O)C2C3CCC(C3)C2C1=O (stereo not given)	-0.2	0.7	5	2	3

no.	GRK2 inh	GLD-1 RNA inh	VLA-4 inh	Fam108B counter
49	0	-4	14	3
50	0	0	5	-1
51	0	-1	5	-5
52	9	5	10	8
53	0	3	4	3
54	0	9	24	1
55	1	7	-1	-3
56	0	4	34	-1
57	0	38*	6	-1
58	5	2	16	-22
59	0	1	-10	0
60	3	4	0	-1

# The list goes on:
no.	Molecule	Efflux pump inh	MEX-5 binding	MCL1-BIM inh	PME-1 primary	Bcl-xL primary
61	CCCCN1CC(=O)N2[C@H]3c4cc(Cl)ccc4OC[C@@H]3[C@H](c3ccccc3)[C@]2(C)C1=O	0.0	.	1	12	5
62	Cc1ccc(CNC(=O)c2ccccc2N)cc1	0.1	1.2	4	2	1
63	Cc1csc(SCC(=O)N2CCCC2)n1	0.0	1.4	8	-2	3
64	CCOC(=O)c1c(C)[nH]c(C)c1C(=O)COC(=O)c1cccc(C)c1O	-6.7	1.6	1	0	7
65	COc1ccc(Cl)cc1S(=O)(=O)N1CCN(C)CC1	-0.3	2.8	-3	-7	-3
66	N#CCCSCc1ccc(C(=O)O)o1	0.0	-1.9	-4	-2	-2

no.	GRK2 inh	GLD-1 RNA inh	VLA-4 inh	Fam108B counter
61	0	-1	6	.
62	3	5	16	3
63	3	3	0	-4
64	7	5	13	7
65	0	6	-8	-8
66	0	3	33	4

# Whole records from above.
# Listed for N#CCCSCc1ccc(C(=O)O)o1 : Efflux pump inh = 0.0; MEX-5 binding = -1.9; MCL1-BIM inh = -4; PME-1 primary = -2; Bcl-xL primary = -2; GRK2 inh = 0; GLD-1 RNA inh = 3; VLA-4 inh = 33; Fam108B counter = 4
# Listed for Cc1ccc(CNC(=O)c2ccccc2N)cc1 : Efflux pump inh = 0.1; MEX-5 binding = 1.2; MCL1-BIM inh = 4; PME-1 primary = 2; Bcl-xL primary = 1; GRK2 inh = 3; GLD-1 RNA inh = 5; VLA-4 inh = 16; Fam108B counter = 3

# Screening data as filed in PubChem.
